# NSD2 HMT inh: blocks human histone methyltransferase NSD2 | NSD2 peptide methylation, AlphaScreen, 120 min | AID 743445 | inhibition, % at 12.5 µM | 0.54% of 310,000 active | O96028; in the data active means inhibition above about 50%
# CDK5 inh: inhibitors of human CDK5/p35 kinase; 0.01% of 330,000 active; Q00535+Q15078; inhibition, % at 10 µM; Recombinant CDK5/p35, ADP-Glo luminescence, 60 min;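 active means highest replicate inhibition of at least 50% and at least 75% of replicates reaching 50%; inconclusive means only one of the two criteria met; inactive means both criteria failed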;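 further: plate controls were DMSO neutral control for no effect and GW8510 at 10 µM for full effect; many of its hits are not listed in these tables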
# SR-BI DiI-HDL act: activators of SR-BI mediated HDL lipid uptake | CHO ldlA[mSR-BI] cells, DiI-HDL uptake fluorescence, 3 h; 100 = double the neutral-control signal | activation, % at 12.5 µM | 0.096% of 320,000 active | AID 504775;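 active means mean replicate activation of at least 60% and every replicate at or above 60%; inconclusive means mean or all-replicate condition met, but not both; inactive means mean below 60% and not all replicates reaching 60%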;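 further: 0% = median plate neutral-control signal and 100% = twice that signal; values of inactives mirror those of a sister screen read the other way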
#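 Test system: SR-BI-overexpressing, LDLR-lacking CHO cells; Also added: labelled HDL, 10 µg/mL; Measured by: bottom-read cell fluorescence after medium removal, ex 550/em 595 nm; Timing: 3 h uptake period with compound, 37 °C; Buffer or medium: F12, 0.5% BSA, 25 mM HEPES; Doses: single compound concentration, delivered by pin transfer.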
# PKA-R2B activ: activators of human PKA-R2B complex | activation, % at 11.4 µM | P22694+P31323 | PKA-R2B holoenzyme dissociation, Cy5-IP20 fluorescence polarization; R2B truncated from residue 108, S112A mutant; 0% DMSO only, 100% 113 µM cGMP | AID 504700 | 0.079% of 340,000 active;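 active means activation above a cutoff set at the mean over all compounds plus 3 SD, cut at about 18% in these data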;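 further: higher means more holoenzyme dissociation and a rise in polarization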
# SR-BI HDL uptake: blocks mouse SR-BI lipid uptake from DiI-HDL; Q61009; ldlA[mSR-BI] CHO cells, DiI-HDL uptake fluorescence, 3 h; inhibition, % at 12.5 µM; 0.96% of 320,000 active; AID 488896;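 active means mean replicate inhibition of at least 70% and a set share of replicates each scoring 70 or more; inconclusive means meets just one of the two criteria; inactive means fails both criteria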;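 further: 0% = median of neutral control wells and 100% = median of positive control wells; values of inactives mirror those of a sister screen read the other way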
# Target sequence (Q61009 whole entry, looked up): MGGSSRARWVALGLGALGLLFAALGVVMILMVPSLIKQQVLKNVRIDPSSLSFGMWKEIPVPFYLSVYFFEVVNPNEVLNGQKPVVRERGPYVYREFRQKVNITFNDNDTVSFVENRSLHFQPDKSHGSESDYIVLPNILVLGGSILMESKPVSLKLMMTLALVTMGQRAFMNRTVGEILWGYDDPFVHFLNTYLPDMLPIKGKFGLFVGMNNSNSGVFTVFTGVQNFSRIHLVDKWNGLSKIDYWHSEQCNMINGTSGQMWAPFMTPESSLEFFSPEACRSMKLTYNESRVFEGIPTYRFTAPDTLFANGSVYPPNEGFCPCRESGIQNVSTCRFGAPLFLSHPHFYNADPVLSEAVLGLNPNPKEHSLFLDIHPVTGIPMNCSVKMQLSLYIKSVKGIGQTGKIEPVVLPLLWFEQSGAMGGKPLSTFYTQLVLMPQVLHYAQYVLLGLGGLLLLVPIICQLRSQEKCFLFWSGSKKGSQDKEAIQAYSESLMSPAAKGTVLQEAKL
# Mot1-301 SUMO: SUMOylation pathway inhibition by Mot1-301 growth rescue | S. cerevisiae Mot1-301 growth rescue, ATP luminescence, 38.5C; percent above DMSO median, 100 means doubled | growth rescue, % at 18.8 µM | 1% of 320,000 active;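 active means every valid replicate shows activation above 250% relative to neutral control wells; inactive means the rest, any valid replicate at or below 250%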;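 further: OY570 slx delta 5 strain wells were the positive control but not used for scaling; some compounds called inactive have numbers as strong as hits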
# Arrestin-AP2 inh: human beta-arrestin and AP2 interaction inhibition; FITC-arrestin peptide / GST-AP2 beads, flow cytometry; AP2 beta2 appendage carries R879A mutation; inhibition, % at 10 µM; 0.31% of 340,000 active; AID 504490;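 active means inhibition above a set limit, near 3 SD of compounds lacking own fluorescence, cut at about 54% in these data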;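 further: plate controls were DMSO wells for no effect and 5 µM unlabelled arrestin peptide for full effect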
#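 test system = AP2 appendage R879A on GSH beads | buffer or medium = PBS plus Tween 20 (0.05%) and BSA (0.1%) | incubation = 12 min plus 1 h, RT | detection = bead flow cytometry, FITC channel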
# dFosB act: enhances mouse delta FosB homodimer DNA binding | purified delta FosB, TAMRA-CDK5 oligo fluorescence polarization; percent of positive-control signal above neutral wells | activation, % at 25 µM | 0.99% of 340,000 active | AID 493131;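 active means mean activation above about 17%, with every replicate also reaching it, limit read from the data, passing the limit was not always enough; inconclusive means only one of the two conditions met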;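 further: fluorescence polarization rise as delta FosB binds a TAMRA Cdk5 AP-1 oligo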
# Target sequence (P13346 whole entry, looked up): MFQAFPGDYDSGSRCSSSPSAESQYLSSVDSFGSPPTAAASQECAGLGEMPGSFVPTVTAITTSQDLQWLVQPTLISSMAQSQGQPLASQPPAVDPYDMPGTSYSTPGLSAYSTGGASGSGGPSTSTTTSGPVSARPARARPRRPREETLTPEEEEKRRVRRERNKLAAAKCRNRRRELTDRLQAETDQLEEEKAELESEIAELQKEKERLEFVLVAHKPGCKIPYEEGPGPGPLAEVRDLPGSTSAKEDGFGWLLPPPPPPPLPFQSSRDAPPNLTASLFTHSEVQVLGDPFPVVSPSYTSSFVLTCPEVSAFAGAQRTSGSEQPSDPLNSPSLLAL
# PKA-R1A activ: PKA-R1A complex activation | 0.083% of 340,000 active | PKA-R1A dissociation, Cy5-IP20 fluorescence polarization; scaled: DMSO 0%, 113 µM cGMP 100% | activation, % at 11.4 µM | AID 504707 | P00514+P68181;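 active means percent activation above the mean of all tested compounds plus 3 SD, cut at about 19% in these data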;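 further: higher means more PKAc released from R1A so a rise in polarization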
# Pemphigus Ab inh: blocks pemphigus antibody binding to human desmoglein-3 | AID 588358 | DSG3-coupled beads, scFv-anti-DSG3-GFP binding, flow cytometry; stronger effect = lower value | P32926 | binding (percent of control), % at 10 µM | 0.48% of 310,000 active;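 active means binding more than 3 SD below its plate's average and above zero; inconclusive means below that plate limit but binding exactly zero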;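 further: hits lower antibody fragment binding to DSG3; some compounds called inactive have numbers as strong as hits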
# MITF act: increases MITF-driven TRPM1 promoter luciferase signal | SK-MEL-5 TRPM1-promoter luciferase, 24 h; % of positive control, neutral wells = 0 | activation, % at 12.5 µM | 0.75% of 300,000 active;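 active means mean activation of at least 80% with every replicate also reaching 80%; inconclusive means mean reaches 80% but some replicate falls short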;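 further: 0% = neutral control wells and 100% = parthenolide positive control wells; values of inactives mirror those of a sister screen read the other way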
# * marks the source's active call; other numbers are inactive results; ? = inconclusive; . = not tested or not shown.
SMILES,NSD2 HMT inh,CDK5 inh,SR-BI DiI-HDL act,PKA-R2B activ,SR-BI HDL uptake,Mot1-301 SUMO,Arrestin-AP2 inh,dFosB act,PKA-R1A activ,Pemphigus Ab inh,MITF act
O=C(C1CCC1)N1CCc2cc(S(=O)(=O)N3CCN(c4ccccn4)CC3)ccc21,.,-0.2,3,-10,-3,64,31,2,-5,92,.
Cc1csc2ncc(C(=O)N(Cc3ccccc3)c3ccccn3)c(=O)n12,.,-0.3,21,-3,-21,4,1,-3,6,103,-16
COc1ccc(OCCCC(=O)Nc2cccc([N+](=O)[O-])c2C)cc1,-2,-4.2,5,5,-5,4,-1,-5,-24,108,-1
CCOC(=O)c1cnc(-c2ccccc2)nc1-c1ccccc1,-25,1.1,-48,-14,48,103,-13,-1,0,108,-19
CCC(=O)Oc1ccc2c(=O)c(-c3ccc4ccccc4n3)c(CC)oc2c1C,0,1.6,1,5,-1,-11,7,2,9,98,-3
N#Cc1cc(-c2ccccc2)cnc1Sc1ccc(Cl)cc1,112*,0.5,-38,-5,38,.,0,-4,-7,100,17
O=C(NCCc1ccccc1)c1ccccc1NC(=O)C1CC=CCC1C(=O)O (centres undefined),-2,-0.5,10,-12,-10,-13,5,0,-8,86,1
CSc1ncccc1C(=O)OCC(=O)N(C)c1c(N)n(Cc2ccccc2)c(=O)[nH]c1=O,0,-1.3,28,4,-28,-9,2,1,-4,110,-13
COc1ccc2[nH]c(=O)c(CN(Cc3ccco3)C(=O)c3ccccc3)cc2c1,.,1.3,-16,-1,16,58,31,-3,-12,103,-1
CCC(C)C1C(C#N)=C(N)Oc2n[nH]c(-c3ccccc3)c21 (centres undefined),.,-0.9,-3,6,3,-16,-9,0,8,99,-3
Cn1c(SCC(=O)N2CCCCC2)nc2c(c1=O)SCC2,1,0.7,.,16,-7,-30,36,0,4,111,6
COc1cc(C(=O)NCC(=O)n2nc(C)cc2C)cc(OC)c1OC,0,0.5,-4,8,4,-12,-4,6,-7,103,4

# Whole records, looked up by structure. Order of values: NSD2 HMT inh, CDK5 inh, SR-BI DiI-HDL act, PKA-R2B activ, SR-BI HDL uptake, Mot1-301 SUMO, Arrestin-AP2 inh, dFosB act, PKA-R1A activ, Pemphigus Ab inh, MITF act
# `CCC(C)C1C(C#N)=C(N)Oc2n[nH]c(-c3ccccc3)c21` (centres undefined) reads ., -0.9, -3, 6, 3, -16, -9, 0, 8, 99, -3
# `CSc1ncccc1C(=O)OCC(=O)N(C)c1c(N)n(Cc2ccccc2)c(=O)[nH]c1=O` reads 0, -1.3, 28, 4, -28, -9, 2, 1, -4, 110, -13
# `O=C(NCCc1ccccc1)c1ccccc1NC(=O)C1CC=CCC1C(=O)O` (centres undefined) reads -2, -0.5, 10, -12, -10, -13, 5, 0, -8, 86, 1

# (more compounds)
SMILES,NSD2 HMT inh,CDK5 inh,SR-BI DiI-HDL act,PKA-R2B activ,SR-BI HDL uptake,Mot1-301 SUMO,Arrestin-AP2 inh,dFosB act,PKA-R1A activ,Pemphigus Ab inh,MITF act
CCOc1ccc(N=Cc2c(O)cc(C)oc2=O)cc1,.,-0.9,12,-5,-11,-8,24,2,-4,99,.
COC(=O)c1ccc(COC(=O)c2ccccc2OC)cc1,-7,-2.6,-27,14,27,-20,5,-9,-10,105,43
COc1cccc(C(=O)O/N=C(\N)c2ccncc2)c1,-2,0.1,16,0,-16,2,30,-8,-8,103,53
COC(=O)C1=NN(C(=O)c2ccc(Cl)cc2)C(O)(c2ccccc2)C1 (centres undefined),2,-2.1,-32,-2,32,-7,5,-15,-3,128,-9
COc1ccc(N(C(=O)c2snc(C(N)=O)c2N)C(C(=O)NC2CCCCC2)c2ccc(C)o2)c(OC)c1 (centres undefined),0,0.2,.,-7,.,-1,18,-10,2,120,-12
CC(=O)c1cn(CCCCCCCn2cc(C(C)=O)c(=O)[nH]c2=O)c(=O)[nH]c1=O,-1,0.0,3,-2,-3,10,8,5,8,84,2
CCOC(=O)c1ccc(S(=O)(=O)N2CCC(N3CCCCC3)CC2)cc1,.,-0.2,22,-1,-22,134,-1,-8,2,115,9
CCOC(=O)CSc1nnc(Cc2ccccc2)n1CC1CCCO1 (centres undefined),8,2.6,-7,-1,7,36,14,3,-6,101,-6
Cc1nc(CCNC(=O)Cc2ccccc2)cs1,-2,1.0,33,0,-33,-21,4,-4,3,110,2
COc1cc2c(cc1OC)C(c1ccc(N(C)C)cc1)CC(=O)N2 (centres undefined),5,1.3,5,2,-5,-17,1,-6,5,89,-3
Cc1cc(-c2ccco2)n(-c2ccccc2)n1,3,0.3,30,-3,-30,2,-2,-5,-12,.,-2
CCCCSc1nnc(-c2ccc(C)cc2)c2ccccc12,-3,-3.2,-37,6,37,39,0,-12,-11,122,-5
COc1ccc(Cc2nc3ccc(C(=O)NCC(C)(C)OC)cc3o2)cc1,.,-1.1,7,4,-7,23,5,-1,-5,99,104*
CN(CC(=O)Nc1ccccc1C(F)(F)F)C(=O)COc1ccccc1Cc1ccccc1,5,0.3,-36,-6,36,40,-41,-13,-8,122,4
O=C(NCC(=O)N1CCCCCCC1)c1ccc(Br)o1,-2,0.7,-5,4,5,6,18,1,-5,98,13
Cc1ccc(NC2=NCC(Cc3ccc(Br)cc3)S2)cc1 (centres undefined),-1,-0.5,5,-2,-5,3,0,0,-12,97,-12
Cn1nnnc1SCCNCc1ccccc1F,4,0.2,14,0,-14,-8,-5,-3,-9,99,2
CCOC(=O)N1CCC(Nc2ccc(N3C(=O)C4CCCCC4C3=O)cc2[N+](=O)[O-])CC1 (centres undefined),.,-0.3,.,-1,.,241,14,-12,-5,91,-1
O=C(CCc1nnc(Cc2c[nH]c3ccccc23)o1)NC(C1CC1)C1CC1,-1,0.2,-17,1,17,-12,38,-1,-6,104,-11
COc1ccc(C(=O)NCCNc2ccc([N+](=O)[O-])cn2)cc1,1,-0.8,5,2,-5,24,-4,-3,5,102,6
CN(Cc1ccccc1)C(=O)c1ccc(NC(=O)Cc2ccc(NC(=O)C3CCCN(C(=O)C4CCC4)C3)cc2)cc1 (centres undefined),.,-2.0,-15,3,15,.,2,3,11,104,0
COc1nc(N(C)C)nc(N(C#N)S(=O)(=O)c2ccc(C)cc2)n1,-4,0.8,27,7,-27,4,38,-4,8,91,.
COc1ccc(-c2cc(C(=O)n3cnc4ccccc43)c3ccccc3n2)cc1,-2,1.3,-8,2,8,74,2,-10,-9,104,.
O=C(CN1CCN(CC(=O)c2ccc(F)cc2)CC1)Nc1ccccc1Cl,.,-2.1,-4,-10,4,-6,-5,-6,-5,109,-1
COc1ccc(-c2cc(-c3nnc(COC(=O)CC4CC5CCC4C5)o3)c3ccccc3n2)cc1OC (centres undefined),-6,-1.1,-26,-1,26,-26,16,7,-1,100,12
Cc1cnc(C(=O)OCC(=O)Nc2cccc(S(=O)(=O)N3CCCCC3)c2)cn1,-2,-0.1,14,-6,-14,212,-10,-1,0,130,-8
CN(/N=C/c1ccc(O)cc1O)c1ncc(C(F)(F)F)cc1Cl,2,-1.4,-28,2,28,-39,1,-14,-6,111,4
CCOCCCNC(=O)C1CCN(S(=O)(=O)N2CCCC2)CC1,-2,-0.2,5,1,-5,16,-4,1,-13,105,3
Cc1cc(-c2ccccc2)n(-c2ccc(C(N)=O)cc2)n1,-2,2.1,31,-9,-31,-12,-7,3,-8,105,1
O=c1c2ccccc2cnn1Cc1n[nH]c(=S)n1-c1ccc(F)c(Cl)c1,1,-0.3,-12,-2,12,-1,-27,4,-7,100,10
Clc1ccc(-c2nnc3n2CCCCC3)cc1,0,-0.2,6,-16,-6,.,-1,-3,-6,101,8
O=C(COC(=O)CNC(=O)C1CCCCC1)Nc1ccc2ccccc2c1,-5,0.9,-29,-2,29,7,0,-4,-1,.,5
Fc1c(F)c(F)c(CSc2nc3ccccc3[nH]2)c(F)c1F,-6,0.8,19,-17,-19,25,3,-2,-3,.,28
Cc1[nH]c(C)c(S(=O)(=O)N2CCN(c3cccc(Cl)c3)CC2)c1C(=O)N1CCCC1,3,-2.5,23,2,-23,-4,32,-10,6,115,-1
CCOC(=O)c1c(C)[nH]c(C(=O)C(C)OC(=O)c2cnc(C)cn2)c1C (centres undefined),2,0.6,10,-3,-10,.,19,-6,-1,104,-13
Cc1ccc(C(=O)Nc2nccc(C)n2)cc1,-2,-0.4,44,3,-44,-11,-8,-7,1,109,4
O=C(c1ccccc1NS(=O)(=O)c1cccc([N+](=O)[O-])c1)N1CCOCC1,-3,0.3,2,12,-2,119,11,0,-3,99,-3
O=[N+]([O-])c1ccc(C(O)CSC(=S)N2CCCCC2)cc1 (centres undefined),0,-1.2,-12,7,12,8,37,-4,-3,97,46
COc1cccc(C(=O)Nc2ccc(C(=O)c3ccncc3)cc2)c1,4,-0.7,-39,-9,39,438,18,0,5,101,-6
Cc1ccc(N2CC(C(=O)Nc3nnc(SCC(=O)Nc4cc(C)on4)s3)CC2=O)cc1 (centres undefined),0,1.5,24,-16,-24,7,2,6,-4,92,4
COc1ccc(N(C(=O)CNC(=O)c2ccco2)C(C(=O)NCC2CCCO2)c2ccccc2)cc1Cl (centres undefined),-2,1.2,9,-1,-9,24,4,-9,3,99,4
Cc1cc(C(=O)N/N=C/c2c3ccccc3cc3ccccc23)n[nH]1,1,1.8,-17,-1,17,-8,2,-8,0,95,-18
COc1ccccc1/C=C/C=N/N1CCN(Cc2ccc(Cl)cc2)CC1,6,0.5,-70,-5,?,52,1,-4,-10,102,0
CCCCc1c(O)nc(SCC(=O)O)[nH]c1=O,1,0.4,24,-2,-24,-6,-4,1,0,99,-9
CCCCCC1CC(=O)N(Cc2ccccc2)C(=O)N1 (centres undefined),1,0.8,.,-11,.,-5,-7,0,8,111,-6
CCCC12CN3CC(C)(CN(C1)C3c1ccco1)C2=O (centres undefined),2,-2.1,-12,2,12,-6,9,-5,-4,96,-1
CCOC(=O)c1sc(NC(=O)Cc2ccc(F)cc2)nc1C,-2,0.0,3,1,-3,-4,-1,-5,-9,122,-3
Cc1ccc(N2CN(CCc3ccccc3)CNC2=S)cc1,2,-1.0,12,-5,-12,419*,-7,-1,7,104,.

# Screens: PubChem, several laboratories
